Screening results (PubChem)
Anthrax LF inh2: anthrax lethal factor protease inhibition. P15917. multiplex microsphere protease cleavage assay, LF. 360,000 compounds, 0.12% hits. AID 588501. inhibition, % at 10 µM; further: plate controls were buffer without enzyme for full effect and enzyme alone for no effect
Target sequence (P15917 whole entry, looked up): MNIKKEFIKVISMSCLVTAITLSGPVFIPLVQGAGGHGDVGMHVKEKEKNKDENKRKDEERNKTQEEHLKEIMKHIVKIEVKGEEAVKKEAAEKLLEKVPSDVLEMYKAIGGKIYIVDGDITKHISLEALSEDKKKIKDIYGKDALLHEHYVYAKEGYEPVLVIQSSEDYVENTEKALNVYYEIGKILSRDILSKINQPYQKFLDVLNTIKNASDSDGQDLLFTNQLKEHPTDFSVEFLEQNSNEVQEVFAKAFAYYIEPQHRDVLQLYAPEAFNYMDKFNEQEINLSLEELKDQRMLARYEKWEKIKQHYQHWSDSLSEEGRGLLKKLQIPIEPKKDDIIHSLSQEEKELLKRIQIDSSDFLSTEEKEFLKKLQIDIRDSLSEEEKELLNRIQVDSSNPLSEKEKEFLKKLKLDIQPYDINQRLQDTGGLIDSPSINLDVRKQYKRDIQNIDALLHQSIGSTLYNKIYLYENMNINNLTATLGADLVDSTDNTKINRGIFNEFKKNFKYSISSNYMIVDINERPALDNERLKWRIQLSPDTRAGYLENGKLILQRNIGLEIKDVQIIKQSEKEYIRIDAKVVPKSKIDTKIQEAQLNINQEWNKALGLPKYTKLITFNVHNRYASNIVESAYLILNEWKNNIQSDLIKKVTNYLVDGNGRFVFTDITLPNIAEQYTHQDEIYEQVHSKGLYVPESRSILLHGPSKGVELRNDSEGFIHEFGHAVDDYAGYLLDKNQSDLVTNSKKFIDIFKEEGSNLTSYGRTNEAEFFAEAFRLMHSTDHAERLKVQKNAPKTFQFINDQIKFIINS
PfHsp40 rescue: compounds rescuing yeast from Plasmodium falciparum HSP40 toxicity; S. cerevisiae expressing PfHsp40, growth rescue, ATP luminescence; growth rescue, % at 12.5 µM; 340,000 compounds, 0.68% hits; in the data active means growth rescue above about 28%, passing the limit was not always enough; inconclusive means no clear call, values can overlap the other calls;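 further: yeast W303a lacking pdr1 and pdr3 grown in galactose medium; growth measured after three days at 30 °C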
VHR inh abs: inhibitors of human VHR1 phosphatase (DUSP3). inhibition, % at 13.3 µM. P51452. AID 1654. 290,000 compounds, 0.52% hits. recombinant VHR phosphatase, pNPP absorbance; in the data active means inhibition above about 50%; further: some compounds called inactive have numbers as strong as hits
Target sequence (P51452 whole entry, looked up): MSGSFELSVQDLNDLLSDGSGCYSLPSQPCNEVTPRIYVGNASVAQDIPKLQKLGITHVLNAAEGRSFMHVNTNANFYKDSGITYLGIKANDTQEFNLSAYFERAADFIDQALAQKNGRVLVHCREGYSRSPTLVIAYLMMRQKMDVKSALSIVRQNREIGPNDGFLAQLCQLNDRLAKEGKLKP
TcdB inh: blocks C. difficile toxin B glycohydrolase activity; 350,000 compounds, 0.24% hits; inhibition, % at 9.99 µM; AID 652162; TcdB glycohydrolase enzymatic assay, plate reader; in the data active means inhibition above about 10%
BoNT-A LC inh2: inhibitors of Botulinum neurotoxin A light chain protease; inhibition, % at 10 µM; AID 588499; 360,000 compounds, 0.17% hits; multiplex microsphere protease substrate cleavage, flow cytometry; further: plate controls were buffer without enzyme for full effect and enzyme alone for no effect
Y pestis TopoI: blocks Yersinia pestis topoisomerase I activity | Y. pestis Topo-I cleavage product accumulation, plate reader | activity, % at 10 µM | 360,000 compounds, 0.064% hits | AID 504884; in the data active means activity above about 50%, passing the limit was not always enough; inconclusive means no clear call, values can overlap the other calls; further: inactives centre near 2
CCHFV vOTU inh: CCHFV vOTU protease inhibition | Pep-AMC fluorescence | inhibition, % at 11.5 µM | 370,000 compounds, 0.55% hits | AID 651958; in the data active means inhibition above about 30%; further: 0% = vehicle wells with enzyme and 100% = no enzyme wells
PriA SSB inh: blocks PriA binding to SSB C-terminal tail; AlphaScreen SSBct-PriA binding, biotinylated peptide; inhibition, % at 33 µM; 430,000 compounds, 0.6% hits; AID 1272365; in the data active means inhibition mostly above about 37%, no sharp cut-off; inactive means mostly below about 20%;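 further: plate controls were negative control peptide for no effect and reference peptide for full effect; strong numbers were not always called active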
3CLpro inhibitor: SARS-CoV 3CLpro protease inhibition; recombinant SARS-CoV 3CLpro, quenched FRET peptide cleavage; inhibition, % at 6 µM; 290,000 compounds, 0.14% hits; in the data active means inhibition above about 12%
BH1578 lux ind: quorum light induction in luxS cqsA deficient V. cholerae; 350,000 compounds, 0.16% hits; V. cholerae BH1578 lux reporter, luminescence, 6 h; activation, % at 18.7 µM; in the data active means activation mostly above about 9.7%, no sharp cut-off; inconclusive means no clear call, values can overlap the other calls; inactive means mostly below about 3.7%; further: not every result past the cut was called active; inactives centre near 0; reference of the scale not given here
* hit, by the source's call; i = inactive; ? = inconclusive; nt = not tested or not shown. Unless noted, no stated cut-off is given here; in the data, active means inhibition above about 30%; inconclusive means no clear call, values can overlap the other calls; inactive means below that. This is a subset; count on the stated rates, not on these rows.

SMILES | Anthrax LF inh2 | PfHsp40 rescue | VHR inh abs | TcdB inh | BoNT-A LC inh2 | Y pestis TopoI | CCHFV vOTU inh | PriA SSB inh | 3CLpro inhibitor | BH1578 lux ind
CCC(C)C(Nc1ncnc2scc(-c3ccccc3)c12)C(=O)O (stereo not drawn) | 13 | -1.2 | -2 | -1.1 | -1.1 | -4 | 14 | 10 | -2 | -0.2
CN(C)CC(=O)c1c(N)n(Cc2ccccc2)c(=O)n(C)c1=O | -1 | -2.0 | 11 | -1.2 | 0.5 | -6 | -2 | -1 | 0 | i
O=C(CN1CCOCC1)Nc1cccc(Br)c1 | -1 | 0.5 | 3 | nt | 0.1 | -4 | 1 | -7 | 1 | -0.4
O=C(CSC1=NCCN1)C1COc2ccccc2O1 (stereo not drawn) | -6 | -1.2 | 7 | nt | 0.1 | 3 | -2 | -8 | 0 | 1.0
CN1CCN(NC(=O)Nc2cc(Cl)cc(Cl)c2)CC1 | 1 | -0.5 | 27 | 1.6 | 1.1 | -6 | 4 | -6 | -1 | i
CS(=O)(=O)N1CCc2cc(C(=O)N3CCN(c4ccccc4F)CC3)ccc21 | 0 | 2.1 | 2 | -0.1 | -1.1 | 12 | 6 | -2 | -2 | -0.3
C=CCn1c(SCC(=O)Nc2cc(C)on2)nnc1-c1ccncc1 | -4 | nt | nt | 1.0 | -0.1 | 0 | -3 | nt | nt | -1.1
O=C(CCS(=O)(=O)c1ccccc1)Nc1ccccc1N1CCOCC1 | 3 | -0.6 | 4 | -0.2 | 1.3 | 7 | -15 | 0 | -1 | -2.0
CCCNc1c(NC(=O)c2cccs2)c(=O)oc2ccccc12 | -3 | -0.6 | -4 | 2.0 | 0.0 | 6 | 1 | -6 | 5 | -0.3
O=c1c2[nH]c3cccc(Cl)c3c2ncn1CCN1CCCCC1 | -2 | 1.6 | 13 | nt | -0.1 | -3 | 16 | -1 | 2 | -0.5
COC[C@H](NS(=O)(=O)c1ccc(Br)cc1F)[C@@H](O)c1ccccc1 | -1 | nt | nt | -9.7 | -0.1 | -4 | 15 | nt | nt | -0.4
CCOc1ccc(C(=O)SC2=NCCS2)cc1 | -2 | 2.4 | 23 | nt | 0.1 | -1 | -4 | -4 | -1 | i
O=C(CCCn1c(=O)[nH]c2cc(Cl)ccc2c1=O)NCCC1=CCCCC1 | -1 | -0.7 | 11 | nt | 0.1 | -2 | 18 | -10 | 5 | -1.5
Cc1ccc(S(=O)(=O)N2CCCCC2)cc1NC(=O)c1cc2ccccc2o1 | -9 | 0.8 | nt | -2.0 | -0.2 | -3 | 11 | -13 | nt | -5.5
Cc1cc(=O)oc2cc(OCC(=O)NC3CCCC3)ccc12 | -4 | -1.6 | 16 | 0.1 | -0.4 | -7 | 5 | 5 | -2 | -0.6
OC(c1ccc2c(c1)OCO2)c1ncc(-c2ccc(Cl)cc2)[nH]1 (stereo not drawn) | -2 | nt | nt | 1.3 | 0.1 | -2 | -5 | nt | nt | i
CC(C)N1CC2(CC(c3ccccc3F)=NO2)CN1C(=O)c1ccco1 (stereo not drawn) | -2 | nt | nt | 0.5 | -0.5 | 2 | -8 | nt | nt | -0.4
O=C(COc1cccnc1[N+](=O)[O-])Nc1cc(Cl)ccc1Cl | -5 | 1.6 | nt | -1.0 | -0.5 | 1 | 3 | -10 | nt | 0.1
c1ccc(Cc2nnc3sc(C4COc5ccccc5O4)nn23)cc1 (stereo not drawn) | -3 | 1.0 | 26 | 1.7 | -0.3 | 47 | -9 | -6 | 6 | i
O=C(Nc1ccc(C(=O)N2CCCC2)cc1)Nc1ccc(Cl)cc1Cl | -1 | -0.7 | 36 | 0.0 | -0.9 | 2 | -17 | -9 | 0 | -1.9
Cc1ccsc1/C=N/NC(=O)Nc1ccccc1 | -4 | 8.8 | 26 | -5.9 | 0.4 | 5 | 6 | nt | 2 | -0.3
Cc1ccc(C)c(NS(=O)(=O)c2cc(C(=O)NCc3ccccn3)ccc2C)c1 | -4 | -0.6 | 6 | -3.0 | -9.0 | 7 | -10 | 13 | -4 | -0.3
CCc1cc2c(SCC(=O)NC3CCCC3)ncnc2s1 | -1 | nt | nt | 0.2 | -0.4 | 10 | -4 | nt | nt | 2.5
CCN(CC)CCOC(=O)c1ccccc1Br | -7 | 0.4 | 8 | 1.4 | -0.4 | -1 | 9 | -9 | 6 | -0.5
COc1ccc(C(CC(=O)NCCCN2CCOCC2)NS(=O)(=O)c2ccc(C)cc2)cc1 (stereo not drawn) | -4 | -0.7 | -14 | nt | -0.6 | -10 | 0 | -1 | 0 | -0.5

Three records drawn at random from those above, as already listed:
SMILES | Anthrax LF inh2 | PfHsp40 rescue | VHR inh abs | TcdB inh | BoNT-A LC inh2 | Y pestis TopoI | CCHFV vOTU inh | PriA SSB inh | 3CLpro inhibitor | BH1578 lux ind
CCCNc1c(NC(=O)c2cccs2)c(=O)oc2ccccc12 | -3 | -0.6 | -4 | 2.0 | 0.0 | 6 | 1 | -6 | 5 | -0.3
O=C(CN1CCOCC1)Nc1cccc(Br)c1 | -1 | 0.5 | 3 | nt | 0.1 | -4 | 1 | -7 | 1 | -0.4
CCOc1ccc(C(=O)SC2=NCCS2)cc1 | -2 | 2.4 | 23 | nt | 0.1 | -1 | -4 | -4 | -1 | i

(list continues)
SMILES | Anthrax LF inh2 | PfHsp40 rescue | VHR inh abs | TcdB inh | BoNT-A LC inh2 | Y pestis TopoI | CCHFV vOTU inh | PriA SSB inh | 3CLpro inhibitor | BH1578 lux ind
CCOC(=O)C1=NN(C(=O)c2ccccc2)C(O)(c2ccc(C)cc2)C1 (stereo not drawn) | 0 | 2.0 | -8 | -0.3 | -0.2 | 2 | -2 | 0 | 5 | -0.4
Cc1c(C(=O)Nc2ccccc2[N+](=O)[O-])csc1-c1ccccc1 | -1 | -0.2 | 9 | nt | 5.1 | 7 | -9 | 4 | 3 | -0.1
Cc1ccccc1-c1cc2nc(Nc3ccc(F)cc3)n(C)c(=O)c2s1 | -2 | nt | nt | -0.6 | 0.1 | 16 | 12 | nt | nt | i
COc1ccccc1OCCNC(=O)c1ccco1 | 0 | -1.0 | -9 | 2.0 | 0.4 | 1 | -2 | 0 | -1 | i
Cc1cccc(OCCCC(=O)Nc2ccc(N(C)C)cc2)c1 | -6 | -0.8 | -8 | -0.9 | -1.0 | -6 | 3 | 14 | -1 | -0.3
Cc1ccc(NC(=O)Cn2c(=O)c3cccn3c3ccccc32)c(C)c1 | 0 | -1.3 | 8 | -0.2 | -0.2 | -7 | 14 | -18 | -1 | -0.9
CN(C(=O)CNc1ccccc1Cl)C1CCS(=O)(=O)C1 (stereo not drawn) | 2 | -1.6 | nt | 0.9 | -0.5 | 4 | -2 | 3 | nt | -0.2
Cc1ccccc1N1CCN(S(=O)(=O)c2ccccc2)CC1 | -3 | 0.6 | 14 | 1.7 | 0.8 | 11 | 11 | -23 | 5 | i
COc1ccc(-n2c(SCC(=O)NCCCN3CCCC3=O)nnc2C(C)N2CCCCC2)cc1 (stereo not drawn) | -5 | -1.7 | 13 | 0.8 | -0.2 | 2 | 12 | -11 | 5 | 0.0
Cc1cc(C)n2nc(C)[n+](C)c2n1 | 0 | 0.2 | 4 | nt | 0.4 | 0 | 5 | -11 | -2 | -0.4
CN(C(=O)CCNC(=O)Cn1cnc2ccccc2c1=O)c1ccc(F)cc1 | -7 | -0.2 | 17 | 0.7 | -1.9 | 4 | -10 | 0 | -10 | i
COc1ccc(NS(=O)(=O)c2ccc(C)c(C(=O)NCc3cccnc3)c2)cc1 | 0 | 1.5 | 18 | 0.2 | -1.2 | -3 | -5 | -13 | 3 | i
CCn1nc(CC(=O)Nc2ccc(-n3cnnn3)c(OC)c2)c2ccccc2c1=O | -10 | 0.0 | 26 | nt | -0.8 | 1 | 6 | -3 | 1 | i
COc1ccc(S(=O)(=O)N2CCCCCC2)cc1NC(=O)Cc1cccc(C(F)(F)F)c1 | -5 | nt | nt | 1.1 | 0.2 | 28 | 12 | nt | nt | i
COc1cccc2cc(C(=O)Nc3ccccc3C(=O)N3CCOCC3)oc12 | nt | -0.8 | 11 | 0.8 | nt | -1 | -11 | -9 | -2 | i
Cc1cccc(CCNS(=O)(=O)c2ccc3c(c2)oc(=O)n3C)c1 | -14 | 0.1 | 42 | nt | 1.1 | 8 | 3 | -15 | 4 | nt
O=C(Nc1ccccc1F)N1CCc2ccccc2C1 | 0 | -0.5 | 70 | 0.3 | -6.4 | 3 | -11 | -6 | -6 | 0.2
Cc1cc2c(ccc3c2no[n+]3[O-])nn1 | 0 | -0.3 | 33 | nt | -0.2 | 1 | -4 | -4 | 1 | -1.3
CCOC(=O)C(C(=O)OCC)C1OC(=O)c2cc3c(cc21)C(=O)OC3C(C(=O)OCC)C(=O)OCC (stereo not drawn) | -2 | 4.0 | 20 | -0.2 | -2.5 | 13 | 4 | -6 | 2 | -0.7
CC1CCCC(C)N1C(=O)COC(=O)CSc1ccc([N+](=O)[O-])cc1 (stereo not drawn) | -2 | ? | nt | 1.4 | 0.6 | 2 | 0 | 7 | nt | i
COc1ccccc1N1CCN(C(=O)C(=O)c2cn(CC(=O)N3CCOCC3)c3ccccc23)CC1 | 1 | 1.0 | 18 | 2.1 | -1.6 | 23 | 12 | 0 | 4 | -3.8
COc1ccc(S(=O)(=O)N2CCOCC2)cc1NC(=O)CCc1nc2ccccc2c(=O)[nH]1 | -3 | -0.2 | 5 | 0.6 | -1.3 | 5 | 2 | -10 | -5 | nt
CC(=O)N1CCOc2ccc(S(=O)(=O)N3CCC(C(=O)Nc4ccc(C)cc4)CC3)cc21 | -1 | -0.9 | 4 | -0.8 | -0.9 | 23 | 13 | -8 | 1 | -3.4
CN(C)c1ccc(NC(=O)c2cn(-c3ccccc3)nc2-c2cccs2)cc1 | -3 | 3.9 | 19 | nt | 0.3 | -15 | 12 | 36 | -5 | -0.4
CC(NC(=O)CN(C)Cc1ccc(Br)cc1)c1ccccc1 (stereo not drawn) | -5 | 1.2 | 5 | -0.5 | 2.1 | 5 | -9 | -5 | 2 | 1.4
Cn1nnc2cc(C(=O)NC3CC3)ccc21 | -1 | -0.6 | 4 | nt | 0.6 | 5 | 3 | -8 | -3 | -1.0
CC(C)(C)c1nc(NCCN2CCOCC2)c2nnn(Cc3ccccc3Cl)c2n1 | -2 | -0.6 | 5 | 0.2 | -0.5 | -1 | -4 | -7 | 0 | i
[N-]=[N+]=NC[C@H](Cc1ccccc1)N1CC[C@@H](OCc2ccccc2)CCC1=O | -3 | 1.5 | 9 | 2.5 | -0.2 | 18 | 15 | 2 | -3 | 1.0
Cn1nnc(NCc2cc(Br)ccc2OCc2ccccc2F)n1 | -1 | -0.5 | 6 | 2.3 | 0.1 | 12 | -10 | -2 | 8 | i

Full records, looked up by structure.
Cc1cccc(OCCCC(=O)Nc2ccc(N(C)C)cc2)c1 is listed with Anthrax LF inh2 = -6; PfHsp40 rescue = -0.8; VHR inh abs = -8; TcdB inh = -0.9; BoNT-A LC inh2 = -1.0; Y pestis TopoI = -6; CCHFV vOTU inh = 3; PriA SSB inh = 14; 3CLpro inhibitor = -1; BH1578 lux ind = -0.3
Cc1ccccc1-c1cc2nc(Nc3ccc(F)cc3)n(C)c(=O)c2s1 is listed with Anthrax LF inh2 = -2; PfHsp40 rescue = nt; VHR inh abs = nt; TcdB inh = -0.6; BoNT-A LC inh2 = 0.1; Y pestis TopoI = 16; CCHFV vOTU inh = 12; PriA SSB inh = nt; 3CLpro inhibitor = nt; BH1578 lux ind = i
Cc1cccc(CCNS(=O)(=O)c2ccc3c(c2)oc(=O)n3C)c1 is listed with Anthrax LF inh2 = -14; PfHsp40 rescue = 0.1; VHR inh abs = 42; TcdB inh = nt; BoNT-A LC inh2 = 1.1; Y pestis TopoI = 8; CCHFV vOTU inh = 3; PriA SSB inh = -15; 3CLpro inhibitor = 4; BH1578 lux ind = nt
